# Screening data (PubChem)
# Growth percent in the NCI-60 one-dose screen (48 h, 10 µM unless noted): 100 = growth as untreated, 0 = no growth, -100 = all killed.
# 786-0: 786-0 renal cancer cells; 81,000 compounds, 5.1% hits; AID 1794775
# CAKI-1: CAKI-1 renal cancer. 75,000 compounds, 4.7% hits. AID 1794772
# UO-31: UO-31 renal cancer | AID 1794768 | 81,000 compounds, 5.2% hits
# RXF 393: RXF 393 renal cancer cells; AID 1794773; 77,000 compounds, 6.9% hits
# ACHN: ACHN renal cancer; 81,000 compounds, 4.9% hits; AID 1794771
# SN12C: SN12C renal cancer cells; 81,000 compounds, 3.8% hits; AID 1794767
# A498: A498 renal cancer cells. 76,000 compounds, 5.4% hits. AID 1794774
# TK-10: TK-10 renal cancer cells. 81,000 compounds, 3.9% hits. AID 1794769
# Starred values were filed as active, the others as inactive; · = not tested or not shown; & = joins results of further samples; ! = a repeat was not active; [ ] = another dose, or the depositor's remark. The calls were made as follows: active = growth percent below 10; inactive = the rest.
SMILES,786-0,CAKI-1,UO-31,RXF 393,ACHN,SN12C,A498,TK-10
Nc1cc(=O)[nH]n1S(=O)(=O)c1ccc(Cl)cc1,103,93,85,117,107,101,77,108
COc1ccc(NC(=O)Cn2nncc2COc2ccc3ccccc3c2C=O)cc1,104,94,73,98,98,95,87,110
O=C(Nc1cccc2[nH]c(C(F)(F)F)nc12)c1ccc(Br)cc1F,36,15,11,52,33,27,-0.3*,53
CC1=NN(c2ccccc2)C(=O)C1C(=S)SC1CC(=O)NC1=O (configuration not stated),102,95,71,116,96,97,105,130
CC(=O)O[C@H]1CC[C@@]2(C)[C@@H](CC[C@@H]3[C@@H]2CC(=O)[C@]2(C)[C@@H]4[C@H](C[C@@H]32)O[C@]2(CC[C@@H](C)CO2)[C@H]4C)C1,109,108,92,99,97,100,117,111
c1ccc2cc(C[n+]3ccn(Cc4ccc5ccccc5n4)c3)ccc2c1,76&31,96,86&98,45&23,102&86,2.3*!,62&49,-27*!
O=C(CCC(=O)Oc1ccccc1)Oc1ccccc1,·,114,·,111,105,107,97,107
Cc1cc2c(cc1C)N(C(=O)CCl)CC(=O)N2,51,103,78,31,-8.1*,39,83,44
O=C(C(=O)N1CCCC1)c1ccc(OC2OC(CO)C(O)C(O)C2O)cc1 (configuration not stated),106,92,96,218,113,103,·,102
O=S(=O)(Oc1ccc(-c2ccc3occc3c2)cc1)C1CCCCC1,105,90,94,115,118,97,90,103
CC(=O)Nc1cccc(Cl)c1C,96,98,85,106,106,100,93,96
O=C(Nc1cccc(Cl)c1)Nc1cc(C(F)(F)F)ccc1Cl,8.5*,9.6*,11,41,2.6*,-24*,62,17
COc1ccc(OC)c(Nc2n[nH]c(Cc3ccccc3)n2)c1,102,95,87,112,107,97,91,103
CC1(C)CC[C@]2(C(=O)O)CC[C@]3(C)C(=CC[C@@H]4[C@@]5(C)C/C(=C/c6ccccn6)C(=O)C(C)(C)[C@@H]5CC[C@]43C)[C@@H]2C1,100,52,74,110,82,79,95,112
COc1cccc(-c2cc(-c3ccc(NC(=O)c4ccc(C)cc4)cc3)[nH]c(=O)c2C#N)c1,102,89,78,98,96,97,104,119
COc1cc(-c2ccc(-[n+]3nc(-c4ccc([N+](=O)[O-])cc4)nn3-c3ccc([N+](=O)[O-])cc3)c(OC)c2)ccc1-[n+]1nc(-c2ccc([N+](=O)[O-])cc2)nn1-c1ccc([N+](=O)[O-])cc1,0.5*,-9.5*,7.0*,-40*,9.6*,2.9*,-22*,-9.4*
O=[N+]([O-])CC(O)c1ccccc1 (configuration not stated),80,96,97,112,102,101,·,111
CCCC=Nc1ccccc1,105,91,79,·,100,98,125,112
Nc1n[nH]c2cccc(C#Cc3cccc(C(=O)Nc4ccc(Cl)c(C(F)(F)F)c4)c3)c12,77,94,30,67,59,52,36,91
O=C1NCCC12CCN(c1c(Cl)cncc1-c1ccc(-c3cnn(CCO)c3)cc1)CC2,88,86,80,82,76,100,89,100
CCN(Cc1cccc(S(=O)(=O)[O-])c1)c1ccc(C(=C2C=CC(=[N+](CC)Cc3cccc(S(=O)(=O)O)c3)C=C2)c2ccccc2S(=O)(=O)O)cc1,93,97,86,106,104,109,134,93
Cc1ccc(S(=O)(=O)/C(=C\c2ccc(Cl)cc2)C(=O)c2ccc(Cl)cc2)cc1,102,90,88,98,97,103,121,112
CCNc1cc(Cl)nc(N)n1,96,97,89,102,99,90,91,99
CCCOC(=O)C1(N)CCCC1,101,95,73,107,103,104,97,96
O=C(NCCNc1nccc(-c2c(-c3cccc(O)c3)nc3sccn23)n1)Nc1ccccc1,100,111,87,86,85,64,100,·

# 2 entries from above, set out differently.
# Each structure is followed by: 786-0 | CAKI-1 | UO-31 | RXF 393 | ACHN | SN12C | A498 | TK-10
> COc1ccc(OC)c(Nc2n[nH]c(Cc3ccccc3)n2)c1
→ 102 | 95 | 87 | 112 | 107 | 97 | 91 | 103
> CC1(C)CC[C@]2(C(=O)O)CC[C@]3(C)C(=CC[C@@H]4[C@@]5(C)C/C(=C/c6ccccn6)C(=O)C(C)(C)[C@@H]5CC[C@]43C)[C@@H]2C1
→ 100 | 52 | 74 | 110 | 82 | 79 | 95 | 112

# Carrying on.
SMILES,786-0,CAKI-1,UO-31,RXF 393,ACHN,SN12C,A498,TK-10
O=C(Nc1ccc2[nH]ccc2c1)c1ccc(Cl)c(Cl)c1,83,93,82,106,103,98,88,89
O=C(CCN1C(=O)c2ccccc2C1=O)Nc1ccc(Cl)cc1,66,68,50,·,82,75,103,93
CCCCCCCN(c1ccc(C(=O)OCC)cc1)S(=O)(=O)c1ccc(C)cc1,100,82,74,94,103,95,91,111
CCCCOCCOC(=O)c1ccccc1C(=O)OCCOCCCC,104,111,91,103,104,101,106,104
Nc1ccccc1SC1CC(=O)N(c2ccccc2)C1=O (configuration not stated),98,76,81,94,89,95,101,112
Cc1ccccc1N1CCN(C(C)(C)C#N)CC1,95,107,78,105,105,95,109,115
COc1cc(OC)cc(C(=O)Cl)c1,106,99,93,101,98,100,91,·
O=C1C=CC(=O)N1Cc1ccncc1,100&99,96&109,84&86,98&111,95&111,101&96,106&98,110&103
COC(=O)[C@@H]1CC[C@@H](C)c2ccc(C)nc2C1,99,91,90,98,107,94,92,89
O=C1/C(=C/c2cc(F)cc(F)c2)Cc2c(F)cc(Br)cc21,98,91,79,95,103,99,119,101
Cc1ccc(NS(=O)(=O)N2CCCCC2)cc1,109,113,83,97,100,96,98,100
COc1c(/C(C)=N/N=c2sc(C(C)=O)nn2-c2ccc(Cl)cc2)c(Oc2ccccc2)c(OC)c2occc12,102&102,64&82,72&76,113&113,101&109,99&104,77&100,118&124
O=C1Oc2ccccc2C(=O)/C1=C/N1C(=O)CNC1=S,105,99,98,111,101,100,77,102
O=C(NC(C[Se][Se]CC(NC(=O)c1ccccc1)C(=O)O)C(=O)O)c1ccccc1 (configuration not stated),98,92,124,129,108,109,131,116
NCC(=O)CCC(=O)O,103,109,95,98,99,105,110,114
O=S(=O)(NCCNc1nccc(-c2c(-c3cccc(F)c3)nc3occn23)n1)c1cccc2ccccc12,48,25,16,·,40,48,38,47
COc1ccc(-c2nn(-c3ccccc3)cc2C2CC(c3cc4ccccc4oc3=O)=NN2c2ccccc2)cc1 (configuration not stated),110,70,64,120,93,89,106,125
COc1cccc2c1C=C1CCCCC3=Cc4c(OC)cccc4OC13O2,42,48,44,33,39,50,36,75
Cc1cnc([C@]23CCC(C)(C)C[C@H]2C2=CC[C@@H]4[C@@]5(C)Cc6c([nH]c7ccccc67)C(C)(C)[C@@H]5CC[C@@]4(C)[C@]2(C)CC3)o1,38[100 µM],62[100 µM],46[100 µM],78[100 µM],55[100 µM],41[100 µM],103[100 µM],78[100 µM]
O=C(/C=C/c1coc(-c2ccc(Cl)cc2)n1)c1ccc(Br)cc1,112,103,83,116,115,104,108,111
O=S(=O)(c1ccccc1)N(c1ccccc1)S(=O)(=O)c1ccccc1,93,78,61,119,103,98,73,97
COc1ccc(Cn2cc3c(c2-c2ccc(OC)cc2)CCCc2cnoc2-3)cc1,101,68,74,108,89,99,·,133
Cn1c2c(c(=O)n(C)c1=O)CN(Cc1ccccc1)CN2,111,88,92,107,104,100,109,115
C(#CSCc1ccccc1)SCc1ccccc1,112,99,·,119,103,111,103,·
COc1cc(C)c(N)cc1N,108,99,92,·,97,102,126,146

# Compound profiles, as listed above.
# Shown for `O=C1Oc2ccccc2C(=O)/C1=C/N1C(=O)CNC1=S` = 786-0 = 105; CAKI-1 = 99; UO-31 = 98; RXF 393 = 111; ACHN = 101; SN12C = 100; A498 = 77; TK-10 = 102
# Shown for `O=C(CCN1C(=O)c2ccccc2C1=O)Nc1ccc(Cl)cc1` = 786-0 = 66; CAKI-1 = 68; UO-31 = 50; RXF 393 = ·; ACHN = 82; SN12C = 75; A498 = 103; TK-10 = 93
# Shown for `COc1ccc(Cn2cc3c(c2-c2ccc(OC)cc2)CCCc2cnoc2-3)cc1` = 786-0 = 101; CAKI-1 = 68; UO-31 = 74; RXF 393 = 108; ACHN = 89; SN12C = 99; A498 = ·; TK-10 = 133

# Following part.
SMILES,786-0,CAKI-1,UO-31,RXF 393,ACHN,SN12C,A498,TK-10
CSc1ccc2c(c1)N(C(=O)/C(C#N)=C/C=C/c1ccccc1)c1ccccc1S2,83,60,68,68,96,77,72,119
COc1ccc(NC(=O)CSc2nc(-c3ccc(OC)c(OC)c3)cc(-c3cc(OC)c(OC)c(OC)c3)n2)cc1,95,84,35,101,·,94,100,97
O=C(CCCCC(=O)Nc1ccc(C2=NCCN2)cc1)Nc1ccc(C2=NCCN2)cc1,100,·,92,115,111,96,67,97
COC1=CC=CC2(OC)C3(O)CCCc4cccc(c43)N3C(=O)COC132 (configuration not stated),102,·,82,104,105,101,98,97
Cc1ccc(/C=C2\SC(=S)NC2=O)s1,90,98,85,105,106,96,84,·
NC(=O)Cc1ccccn1,102,101,97,104,106,100,113,93
N#Cc1ccc(/C=N/NC(=O)c2[nH]c3ccc(Br)cc3c2-c2ccccc2)o1,-1.1*,27,25,-2.8*,8.9*,5.9*,78,28
CCOC(=O)/C=c1\sc2n(c1=O)C1C(NN=2)N(CC)C(=O)N1c1ccccc1 (configuration not stated),98,94,94,122,106,104,142,110
COC(=O)[C@]12CCC(C)(C)C[C@H]1[C@H]1C(=O)C[C@@H]3[C@@]4(C)CCC(=O)C(C)(C)[C@@H]4CC[C@@]3(C)[C@]1(C)CC2,52,45,82,68,64,64,64,72
Clc1cccc(/C=N/Nc2nc(N/N=C/c3cccc(Cl)c3)nc(N3CCOCC3)n2)c1,31,38,27,17,26,60,4.3*,100
COc1ccc(/C=N/NC(=O)COc2ccc(NC(=O)Nc3ccc(Cl)cc3)cc2)cc1,101,89,88,101,101,90,90,101
CN1CCN(c2ccc(Nc3nc(NCCCNC(=O)c4ccc(Cl)cc4)c4sccc4n3)cc2)CC1,-4.3*,80,67,38,73,74,136,115
O=C1c2c(c3c4ccccc4[nH]c3c3ccc4ccccc4c23)C(=O)N1CCN1CCNCC1,80,63,57,92,-49*,65,61,108
Cc1nc2ccccc2n1C(=O)CN=C1NC(=O)CS1,103,91,77,104,99,98,88,103
COc1c(N2CC3CCCNC3C2)c(F)cc2c(=O)c(C(=O)N/N=C/c3ccc(N(C)C)cc3)cn(C3CC3)c12 (configuration not stated),38,90,59,·,47,66,113,122
CCCSc1nc2ccccc2cc1/C=[N+](\[O-])c1ccccc1,63,85,66,90,71,52,91,113
O=C(Nc1nnc(-c2ccccc2)s1)c1ccccc1,103,102,102,104,98,96,102,129
C=CCn1c(SCC(=O)Nc2ccc(OC)cc2)nnc1-c1ccc(OC)cc1,90,88,83,97,97,103,103,96
O=[N+]([O-])c1ccc(/C=N\NC(=S)N/N=C/c2ccc([N+](=O)[O-])cc2)cc1,102&117,102&119,80&86,107&121,108&101,101&103,79,115&113
CNC(=O)c1cc(Oc2ccc3c(c2)sc2nc(-c4ccc(F)cc4)cn23)ccn1,·,87,85,101,106,95,86,103
O=C1Nc2ccccc2/C1=C/c1ccc(OCc2ccc(Cl)cc2)cc1,101,74,74,99,97,98,88,101
O=C(O)N/N=C/c1cc(Cl)ccc1O,100,·,77,108,103,94,92,106
CC(=O)Nc1cc(C)ns1,107,105,98,114,107,97,111,117
COc1ccc(C2CC(c3cccs3)=NN2c2ccc(S(N)(=O)=O)cc2)cc1 (configuration not stated),97,89,·,94,90,91,79,108
Cc1ccccc1C(=O)Nc1ccccc1,97,97,97,136,113,108,92,93

# The last five entries of the part above come first, to join the parts:
SMILES,786-0,CAKI-1,UO-31,RXF 393,ACHN,SN12C,A498,TK-10
O=C1Nc2ccccc2/C1=C/c1ccc(OCc2ccc(Cl)cc2)cc1,101,74,74,99,97,98,88,101
O=C(O)N/N=C/c1cc(Cl)ccc1O,100,·,77,108,103,94,92,106
CC(=O)Nc1cc(C)ns1,107,105,98,114,107,97,111,117
COc1ccc(C2CC(c3cccs3)=NN2c2ccc(S(N)(=O)=O)cc2)cc1 (configuration not stated),97,89,·,94,90,91,79,108
Cc1ccccc1C(=O)Nc1ccccc1,97,97,97,136,113,108,92,93
COc1cc(OC)cc(C2=C3CC[C@@H]4[C@H](CC[C@]5(C)C(=O)CC[C@@H]45)C3=CC3C(O)c4cccnc4N4C(=O)COC234)c1 (some centres not stated),98,87,86,107,102,101,92,96
CC(=O)Nc1c(C)cc(C)cc1[N+](=O)[O-],106,121,81,108,107,118,111,108
O=C(N/N=C/c1ccc(Cl)cc1)c1ccc(Br)o1,80,85,96,124,103,134,107,117
CCC(CC)C(=O)OC1CCCCC1C (configuration not stated),100,91,97,105,104,108,85,85
COc1ccc2c(c1OC)C(=O)O[C@H]2[C@H]1c2c(cc3c(c2OC)OCO3)CCN1C,100,80,86,108,96,100,93,122
Oc1c(CN2CCC(N3CCOCC3)CC2)cc(Cc2cc(CN3CCC(N4CCOCC4)CC3)c(O)c3ncccc23)c2cccnc12,25,13,18,53,23,29,69,42
CCN(CC)c1ccc(/C=N\NC(=O)c2cccc(Nc3ccnc(C(F)(F)F)c3)c2)c(O)c1,5.8*,56,7.3*,-1.9*,12,18,53,43
CCNCCCn1c2c(c3ccc(F)cc3c1=O)C(=O)c1cc(OC)cnc1-2,-38*,·,-91*,-81*,-47*,1.6*,-91*,·
Cc1ccc(C(=O)NN2C(=O)CSC2c2cccc(Oc3ccccc3)c2)cn1 (configuration not stated),108,86,75,95,101,109,121,128
CC(=O)Nc1cccc(-n2c(COc3ccc(Br)cc3)nc3ccccc32)c1,103&115,101&72,86&69,106&82,107&80,110&104,124&105,110&119
COc1ccc(C(=O)C/C(=C\c2ccc(Cl)cc2)C(=O)NN)cc1,111,96,77,96,94,99,118,117
O=C(O)CCNC(=O)c1ccc(N=Nc2ccc(O)c(C(=O)O)c2)cc1,98,94,82,101,103,96,75,116
COc1ccc(-c2nc(-c3nc4cc(C)c(C)cc4[nH]3)c3ccccn23)cc1,79,69,37,70,74,68,38,81
O=C1OCC/C1=C\NCCCN/C=C1\CCOC1=O,105,89,88,105,107,105,·,105
S=C(NCc1ccco1)NCc1ccco1,110,102,89,104,100,101,104,114
